# HRas wt GTP bind: modulators of GTP binding to HRas wildtype, primary screen, biochemical, bead-based flow cytometry, multiplex. GTPase HRas (Homo sapiens), P01112. GST-Ras wt beads, Bodipy-FL-GTP binding; actives lie on both sides. GTP binding activity, % at 10 µM. hit rate 0.14% among 190,000. AID 759, 2007;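 active means GTP binding activity at least 20% away from the 100% baseline, either lowered as inhibitor or raised as activator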;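 further: 0% = unlabeled GTP competition control and 100% = no-compound control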
# Target sequence (P01112 whole entry, looked up): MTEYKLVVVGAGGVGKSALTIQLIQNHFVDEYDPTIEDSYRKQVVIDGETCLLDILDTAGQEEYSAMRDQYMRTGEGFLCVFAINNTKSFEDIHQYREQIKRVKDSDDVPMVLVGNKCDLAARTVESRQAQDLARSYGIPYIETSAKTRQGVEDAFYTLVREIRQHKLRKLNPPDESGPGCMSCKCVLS
# Bcl-B Bim block: inhibitors of Bim-Bcl-B binding, primary screen, biochemical, multiplexed, human Bcl-2 family; inhibition, % at 10 µM; Bcl-2-like protein 10 (Homo sapiens), Q9HD36; hit rate 0.073% among 190,000; AID 951, 2007; bead-based flow cytometry, Bim peptide-Bcl-B binding;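 further: 0% = tracer peptide without compound and 100% = reference inhibitor peptide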
# Target sequence (Q9HD36 whole entry, looked up): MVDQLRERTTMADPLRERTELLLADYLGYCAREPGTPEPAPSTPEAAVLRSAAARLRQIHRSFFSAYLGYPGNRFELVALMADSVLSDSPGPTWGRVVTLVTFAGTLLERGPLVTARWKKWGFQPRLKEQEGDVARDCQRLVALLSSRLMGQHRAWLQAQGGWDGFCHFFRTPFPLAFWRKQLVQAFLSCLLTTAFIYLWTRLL
# Cdc42 wt GTP: modulators of GTP binding to wildtype Cdc42, primary screen, biochemical, multiplex bead flow cytometry, Bodipy-GTP; Cell division control protein 42 homolog (Homo sapiens), P60953; GST-Cdc42 beads; actives lie on both sides; percent activity (GTP binding), % at 10 µM; hit rate 0.2% among 190,000; AID 761, 2007;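 active means percent activity GTP binding at least 20 points away from the 100% baseline, either down as inhibitor or up as activator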;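 further: median bead fluorescence of bound Bodipy-FL-GTP at 100 nM; 0% = excess unlabeled GTP control and 100% = no compound control; below 100% means less GTP binding so inhibitor and above means activator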
# Target sequence (P60953 whole entry, looked up): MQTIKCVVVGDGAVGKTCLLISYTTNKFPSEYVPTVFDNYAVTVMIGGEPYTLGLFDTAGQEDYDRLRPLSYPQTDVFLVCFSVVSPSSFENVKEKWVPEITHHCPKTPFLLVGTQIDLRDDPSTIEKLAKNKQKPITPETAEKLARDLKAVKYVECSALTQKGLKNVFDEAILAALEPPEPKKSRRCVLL
# Bcl-XL Bim block: inhibitors of Bim-Bcl-XL binding, primary screen, biochemical, multiplexed, bead flow cytometry, human Bcl-XL; AID 1007, 2008; hit rate 0.04% among 190,000; Bcl-2-like protein 1 (Homo sapiens), Q07817; Bim peptide-Bcl-XL binding, fluorescence; inhibition, % at 10 µM
# Target sequence (Q07817 whole entry, looked up): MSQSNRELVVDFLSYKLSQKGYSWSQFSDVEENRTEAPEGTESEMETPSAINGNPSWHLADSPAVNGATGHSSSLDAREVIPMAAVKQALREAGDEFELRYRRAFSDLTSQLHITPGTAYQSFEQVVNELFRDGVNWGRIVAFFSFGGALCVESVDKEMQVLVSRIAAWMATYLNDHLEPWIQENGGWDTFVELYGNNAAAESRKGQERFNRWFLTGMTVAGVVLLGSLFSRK
# Rab7 wt GTP bind: modulators of GTP binding to Rab7, primary screen, biochemical, wildtype, multiplex bead flow cytometry; GST-Rab7 beads, fluorescent GTP binding; actives lie on both sides; untreated = 100%, excess cold GTP = 0%; GTP binding activity (percent of control), % at 10 µM; hit rate 0.055% among 190,000;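 active means fluorescent GTP binding to Rab7 beads changed by at least 20 points from the 100% baseline, either direction, mostly lower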;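 further: median green fluorescence of bound Bodipy-FL-GTP per Rab7 bead population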
# Rac1 wt GTP bind: wildtype Rac1 GTP binding modulators, primary screen, biochemical, GST-Rac1 beads, flow cytometry, multiplex | Ras-related C3 botulinum toxin substrate 1 (Homo sapiens), P63000 | fluorescent GTP binding; actives lie on both sides; 0 = cold GTP competed, 100 = untreated | GTP binding activity (% of control), % at 10 µM | hit rate 0.27% among 190,000 | AID 757, 2007;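 active means GTP binding activity at least 20 points away from the 100% control level, either lower or higher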
# Bcl-2 Bim block: inhibitors of Bim-Bcl-2 binding, primary screen, biochemical, multiplexed, human Bcl-2 family; Bead-based flow cytometry, Bim peptide-Bcl-2 binding; inhibition, % at 10 µM; hit rate 0.06% among 190,000; AID 950, 2007; in the data active means inhibition above about 40%;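 further: 0% = no compound wells with probe peptide and 100% = reference peptide inhibitor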
# Target sequence (P10415 whole entry, looked up): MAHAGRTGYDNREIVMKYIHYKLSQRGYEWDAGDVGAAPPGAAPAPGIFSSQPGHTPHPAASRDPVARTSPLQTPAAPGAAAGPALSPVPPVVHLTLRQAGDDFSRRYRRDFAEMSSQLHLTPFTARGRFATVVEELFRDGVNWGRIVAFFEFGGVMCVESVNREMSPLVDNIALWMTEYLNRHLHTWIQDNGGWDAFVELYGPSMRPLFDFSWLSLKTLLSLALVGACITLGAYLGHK
# Rac1 mut GTP: GTP binding modulators of activated mutant Rac1, primary screen, biochemical, bead-based flow cytometry, multiplex, fluorescent GTP; hit rate 0.11% among 190,000; percent activity (GTP binding), % at 10 µM; AID 764, 2007; GST-Rac1 activated beads; actives lie on both sides; 100% means binding = to untreated wells;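 active means GTP binding at least 20 percentage points away from the 100% baseline, in either direction, so actives lie on both sides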
# Rab2A wt mod: modulators of GTP binding to Rab2A wildtype, primary screen, biochemical, dog, bead-based flow cytometry, multiplex. GTP binding activity, % at 10 µM. GST-Rab2 wt beads, Bodipy-GTP binding. hit rate 0.19% among 190,000. Ras-related protein Rab-2A (Canis lupus familiaris), P61105;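 active means GTP binding activity at least 20 points away from 100%, either lowered or raised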;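 further: 0% = beads with excess unlabeled GTP and 100% = no-compound control corrected for plate trend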
# Bim-Bfl-1: inhibitors of Bim binding to Bfl-1, primary screen, biochemical, multiplexed, bead-based flow cytometry; inhibition, % at 10 µM; Bcl-2-related protein A1 (Homo sapiens), Q16548; Bim-Bfl-1 binding inhibition; AID 1008, 2008; hit rate 0.12% among 190,000;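 further: 0% = wells without compound plus tracer and 100% = blocker peptide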
# Bim-Bcl-W: inhibitors of Bim binding to Bcl-W, primary screen, biochemical, multiplexed, bead-based flow cytometry. Bcl-2-like protein 2 (Homo sapiens), Q92843. Bim peptide-Bcl-W binding. inhibition, % at 10 µM. hit rate 0.02% among 190,000;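 further: 0% = bound tracer without compound and 100% = peptide blocker; higher means less fluorescent Bim peptide bound to Bcl-W beads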
# Active calls of the source: *. Unless noted, no stated cut-off is given here; in the data, active means inhibition above about 40%.
[1] COC(C(=O)Nc1ccc(S(=O)(=O)Nc2c(C)cccc2C)cc1)c1ccccc1 (stereo not given)
[2] COc1ccc(Cl)cc1S(=O)(=O)Nc1ccncc1
[3] COCCN(C(=S)Nc1c(C)cccc1C)C(C)c1cccs1 (stereo not given)
[4] CC1CCC2(CC1)NC(=O)N(CC(=O)NC(=O)NC1CCCC1)C2=O (stereo not given)
[5] Cc1ccc(NC(=O)N(CCCN2CCOCC2)Cc2cccnc2)cc1C
[6] CCCCN(C(=O)Cn1nnc2ccccc21)C(C(=O)NCc1ccco1)c1ccncc1 (stereo not given)
[7] CCCS(=O)(=O)c1c(S(=O)(=O)CCC)c2ccc(C(C)=O)cn2c1C(=O)OC
[8] CC(/C=C1\SC(=S)N(CC(=O)N2CCN(c3ccccc3)CC2)C1=O)=C\c1ccccc1
[9] CCOC(=O)N=S(=O)(Oc1ccc([N+](=O)[O-])cc1)c1ccccc1 (stereo not given)
[10] O=C(NCc1ccc(Cl)cc1)C(=O)c1c[nH]c2ccccc12

Assay by compound,1,2,3,4,5,6,7,8,9,10
HRas wt GTP bind,100,100,98,103,100,99,100,101,102,97
Bcl-B Bim block,-8,-8,-1,-9,-3,-5,-20,-6,-5,-4
Cdc42 wt GTP,102,99,99,102,103,102,98,100,100,98
Bcl-XL Bim block,-6,-6,0,-11,-2,-8,-2,-5,-4,-2
Rab7 wt GTP bind,97,103,98,102,100,100,107,99,102,93
Rac1 wt GTP bind,100,99,99,106,105,101,98,102,109,104
Bcl-2 Bim block,-4,-6,0,-3,-5,-3,-1,0,-8,1
Rac1 mut GTP,101,96,98,102,102,97,96,100,100,97
Rab2A wt mod,102,101,99,103,101,99,96,99,103,99
Bim-Bfl-1,-13,-11,1,-8,-7,0,1,0,-13,-4
Bim-Bcl-W,-6,-3,3,1,2,-1,-2,-3,0,1

[11] CC1CCCN(Cc2c(O)ccc3c2O/C(=C\c2ccco2)C3=O)C1 (stereo not given)
[12] O=C(O)CN1C(=O)C2(OCCCO2)c2ccccc21
[13] CCOC(=O)c1cnc(SCC(=O)c2ccccc2)nc1N
[14] CN(CC(=O)Nc1ccncc1)S(=O)(=O)c1ccc(Cl)cc1
[15] Cc1ccc(SC(C)C(=O)Nc2cccc(N(C)S(C)(=O)=O)c2)cc1 (stereo not given)
[16] CCc1ccc(OCCCC(=O)Nc2nnc(C3CCCO3)s2)cc1 (stereo not given)
[17] CCOc1cccc(/C(O)=C2/C(=O)C(=O)N(Cc3ccco3)C2c2ccncc2)c1 (stereo not given)
[18] COC(=O)c1ccc(C(=O)OC)c(NC(=S)N2CCN(c3ccccc3F)CC2)c1
[19] N#Cc1ccccc1Sc1ccccc1C(=O)N1CCOCC1
[20] COc1cc(NS(=O)(=O)c2ccc3[nH]c(=O)oc3c2)cc(OC)c1

Assay by compound,11,12,13,14,15,16,17,18,19,20
HRas wt GTP bind,106,98,97,100,97,94,101,100,104,98
Bcl-B Bim block,-14,-10,-3,-5,-2,0,1,-8,-6,-2
Cdc42 wt GTP,105,99,96,102,95,93,100,104,108,98
Bcl-XL Bim block,-3,-14,0,-1,-4,-2,1,-1,-1,0
Rab7 wt GTP bind,101,98,96,98,97,95,100,99,103,102
Rac1 wt GTP bind,110,97,98,98,99,95,100,106,110,102
Bcl-2 Bim block,5,-12,0,-6,2,-1,0,2,-4,-4
Rac1 mut GTP,102,97,99,99,97,94,99,100,105,96
Rab2A wt mod,105,97,98,100,98,94,99,100,104,99
Bim-Bfl-1,17,-15,0,-9,0,2,-2,5,-11,-7
Bim-Bcl-W,-1,0,0,-2,-2,0,0,-1,-1,0

# Compounds 11 to 12 of the list above:
[11] CC1CCCN(Cc2c(O)ccc3c2O/C(=C\c2ccco2)C3=O)C1 (stereo not given)
[12] O=C(O)CN1C(=O)C2(OCCCO2)c2ccccc21

Assay by compound,11,12
HRas wt GTP bind,106,98
Bcl-B Bim block,-14,-10
Cdc42 wt GTP,105,99
Bcl-XL Bim block,-3,-14
Rab7 wt GTP bind,101,98
Rac1 wt GTP bind,110,97
Bcl-2 Bim block,5,-12
Rac1 mut GTP,102,97
Rab2A wt mod,105,97
Bim-Bfl-1,17,-15
Bim-Bcl-W,-1,0

# Next part.
[21] COc1cccc(/C=C/C(=O)OCC(=O)Nc2cccc(S(=O)(=O)N3CCOCC3)c2)c1OC
[22] O=C1NC2(C=Cc3c(ccc4ccccc34)O2)Oc2ccccc21 (stereo not given)
[23] Cc1cc(C)c(S(=O)(=O)N2CCN(c3ccc([N+](=O)[O-])c(NCc4ccco4)c3)CC2)c(C)c1
[24] CN1C(=O)c2cccc3c(S(=O)(=O)Nc4ccccn4)ccc1c23
[25] Nc1ccc(CCc2nc3ccccc3o2)cc1
[26] CCOc1ccc2[nH]c(=O)c(=O)[nH]c2c1
[27] Cc1nn(C2CCS(=O)(=O)C2)c(Cl)c1/C=C/C(=O)OCC(=O)Nc1ccc2c(c1)OCO2 (stereo not given)
[28] O=C(c1cccnc1)N1CCc2ccccc2C1
[29] CCNC(=S)N/N=C(\C)c1ccc(N2CCOCC2)cc1
[30] CCOc1ccc(-c2c(=O)n(OCc3ccccn3)c3ccccc3[n+]2[O-])cc1

Assay by compound,21,22,23,24,25,26,27,28,29,30
HRas wt GTP bind,98,95,105,100,100,96,98,101,97,99
Bcl-B Bim block,-8,-4,-1,-6,-13,-10,-5,-3,-10,0
Cdc42 wt GTP,96,93,107,97,103,94,100,103,100,99
Bcl-XL Bim block,-2,-2,-2,-4,-10,-1,-4,-3,-4,-2
Rab7 wt GTP bind,106,96,100,100,101,97,97,99,93,101
Rac1 wt GTP bind,96,93,104,101,107,90,102,103,99,101
Bcl-2 Bim block,-4,-6,0,-6,-6,-7,-2,-4,-3,-1
Rac1 mut GTP,93,94,102,97,98,93,97,99,100,98
Rab2A wt mod,99,94,106,94,101,96,99,98,98,100
Bim-Bfl-1,-10,2,0,-5,-14,-17,-3,-11,0,2
Bim-Bcl-W,0,-7,-1,-3,-1,3,0,5,-1,-3

# A draw from above in order of length of the SMILES, smallest number first:
[25] Nc1ccc(CCc2nc3ccccc3o2)cc1
[29] CCNC(=S)N/N=C(\C)c1ccc(N2CCOCC2)cc1
[30] CCOc1ccc(-c2c(=O)n(OCc3ccccn3)c3ccccc3[n+]2[O-])cc1

Assay by compound,25,29,30
HRas wt GTP bind,100,97,99
Bcl-B Bim block,-13,-10,0
Cdc42 wt GTP,103,100,99
Bcl-XL Bim block,-10,-4,-2
Rab7 wt GTP bind,101,93,101
Rac1 wt GTP bind,107,99,101
Bcl-2 Bim block,-6,-3,-1
Rac1 mut GTP,98,100,98
Rab2A wt mod,101,98,100
Bim-Bfl-1,-14,0,2
Bim-Bcl-W,-1,-1,-3

# (cont.)
[31] CCOc1cc(C(=O)OCC(=O)c2c[nH]c3ccccc23)ccc1OCC(=O)N1CCOCC1
[32] CCOC(=O)C1(Cc2cccc(OC)c2)CCN(Cc2cccc(O)c2)CC1
[33] O=C(COc1ccc(S(=O)(=O)NCc2ccccc2)cc1Cl)NCC1CCCO1 (stereo not given)
[34] COc1c(Cl)cc(Cl)cc1CNCCO
[35] Cc1cc(S(=O)(=O)NCc2ccccc2)ccc1OCC(=O)N1CCOCC1
[36] CC(C)S(=O)(=O)c1nsc2nc(=O)c(/C=C3\C=Nc4ccccc43)c(N)n12
[37] O=c1cc(-c2ccccc2)nc(SCc2ccc(Cl)cc2)[nH]1
[38] CSc1ccc(/C=C(/NC(=O)c2ccc(C)cc2)C(=O)Nc2cccc(F)c2)cc1
[39] O=C(NC1CCCCC1)C1CCCN1S(=O)(=O)c1cccc2nsnc12 (stereo not given)
[40] CCCCOc1ccc(-c2ncc(Cl)cn2)cc1

Assay by compound,31,32,33,34,35,36,37,38,39,40
HRas wt GTP bind,105,97,103,98,93,97,98,101,99,104
Bcl-B Bim block,0,2,-8,-7,-1,-4,3,-3,0,-11
Cdc42 wt GTP,102,99,105,96,95,89,99,103,103,105
Bcl-XL Bim block,-4,-2,-6,0,0,-13,1,-6,-2,-6
Rab7 wt GTP bind,103,100,103,99,99,101,97,102,100,101
Rac1 wt GTP bind,103,100,105,101,99,95,96,106,106,107
Bcl-2 Bim block,-2,0,-9,-1,-6,10,1,-3,-1,-13
Rac1 mut GTP,100,98,100,95,95,89,99,98,99,99
Rab2A wt mod,104,100,102,97,92,93,98,100,98,103
Bim-Bfl-1,-4,-6,-15,-3,-6,-3,-1,-2,0,-14
Bim-Bcl-W,0,1,2,0,-1,-8,2,-6,0,0

# Single entries from the list.
# In Rab2A wt mod, cpd 39 is entered as 98
# In Bcl-2 Bim block, cpd 35 is entered as -6
# In Bcl-B Bim block, cpd 34 is entered as -7
# In Bim-Bcl-W, cpd 40 is entered as 0
# In Bim-Bcl-W, cpd 32 is entered as 1
# In HRas wt GTP bind, cpd 33 is entered as 103

# More records
[41] COc1cc2c(cc1OC)C(c1cccs1)N(C(=O)c1cccnc1)CC2 (stereo not given)
[42] NS(=O)(=O)c1ccc(NS(=O)(=O)c2cccs2)cc1
[43] N#CCCCSc1nnc(-c2ccccn2)o1
[44] O=C(c1ccc(Cn2cc(Br)cn2)cc1)N1CCN(c2ccccc2)CC1
[45] Cc1cccc(Cc2cnc(N3C(=N)SC(C)C3=O)s2)c1 (stereo not given)
[46] CCN1CCN(S(=O)(=O)c2ccc(Cl)c(C(=O)NC(C)(C)C)c2)CC1
[47] Cc1ccc(S(=O)(=O)N=S(CC2CC2(Cl)Cl)CC2CC2(Cl)Cl)cc1 (stereo not given)
[48] Cc1ccc2[nH]c3c(c2c1)CN(C(=O)CN1CC(C)OC(C)C1)CC3 (stereo not given)
[49] CCOC(=O)C1CCN(S(=O)(=O)c2cccc(-c3cn4cc(Cl)ccc4n3)c2)CC1

Assay by compound,41,42,43,44,45,46,47,48,49
HRas wt GTP bind,98,102,99,103,101,99,105,97,98
Bcl-B Bim block,-5,-1,0,-6,-7,-3,-4,-11,-1
Cdc42 wt GTP,98,100,99,103,101,98,105,99,98
Bcl-XL Bim block,-2,-3,-3,9,-6,0,-4,-5,-3
Rab7 wt GTP bind,101,102,98,101,107,102,106,101,95
Rac1 wt GTP bind,99,106,100,109,100,99,112,98,97
Bcl-2 Bim block,-8,0,1,-5,5,0,-8,-8,0
Rac1 mut GTP,97,101,97,100,100,96,101,97,97
Rab2A wt mod,99,100,99,100,102,99,105,99,95
Bim-Bfl-1,-8,0,-5,-10,1,-4,-10,-7,-4
Bim-Bcl-W,-5,2,-3,0,-4,-1,0,0,4

# High-throughput results deposited in PubChem BioAssay by NMMLSC.
